Source: PubChem BioAssay
C8 TRAIL sens = caspase-8 TRAIL sensitization; inhibition (viability loss, TRAIL sensitization), % at 10 µM; AID 624354; hit rate 1% among 360,000; NB7+C8 cells + TRAIL, ATPlite viability luminescence;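 active means compounds causing at least 50% loss of cell viability in the single-dose screen, relative to plate controls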
HIF-2a block = HIF-2a inhibition; 786-0 RCC cells HIF-2a reporter, luciferase luminescence, overnight; inhibition, % at 18.8 µM; hit rate 0.72% among 360,000; AID 624352;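 active means inhibition of the luminescence signal of 40% or more relative to plate controls, in a single-dose primary screen at 18.75 µM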
Peg3 prom inh = Peg3 promoter activity inhibition. HeLa PEG-Prom luciferase reporter, luminescence, overnight. inhibition, % at 20 µM. hit rate 1.7% among 360,000;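 active means inhibition of at least 50% at 20 µM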
NR2E3 ag-1 = agonists of human nuclear receptor NR2E3. GST-NR2E3/biotin-RetCOR TR-FRET, 1536-well. inhibition of corepressor binding, % at 4.78 µM. hit rate 0.12% among 320,000. AID 2300;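 active means percent inhibition above the cutoff of mean plus 3 SD of all tested compounds, set per screening campaign, cut at about 20% in these data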;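 further: 0% = DMSO wells and 100% = biotin wells as full block of FRET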
Target sequence (Q9Y5X4 whole entry, looked up): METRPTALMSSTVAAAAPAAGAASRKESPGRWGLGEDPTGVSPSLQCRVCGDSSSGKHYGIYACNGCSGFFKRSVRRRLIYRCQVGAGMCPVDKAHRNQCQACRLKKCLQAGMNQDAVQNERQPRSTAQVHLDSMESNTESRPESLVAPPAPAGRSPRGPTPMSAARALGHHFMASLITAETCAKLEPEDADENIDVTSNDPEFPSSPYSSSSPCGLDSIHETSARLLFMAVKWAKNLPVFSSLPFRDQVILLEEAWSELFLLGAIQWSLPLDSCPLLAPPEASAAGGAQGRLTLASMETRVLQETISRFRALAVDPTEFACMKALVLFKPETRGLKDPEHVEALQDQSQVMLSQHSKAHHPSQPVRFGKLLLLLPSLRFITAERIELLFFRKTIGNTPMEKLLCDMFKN
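System: GST-tagged NR2E3 plus biotinylated RetCOR corepressor; Buffer or medium: pH 7.5 Tris-based buffer; Probe or stimulus: RetCOR corepressor, biotinylated, 7 nM; Doses: compound at 4.8 µM, single dose; Schedule: 5 h incubation at 4 °C; Technique: time-resolved FRET; Evaluation: percent inhibition of TR-FRET ratio; Replication: one well per compound, singlicate testing.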
TROY signal inh = TROY signaling inhibition. Q293 LMP1-TROYcd NF-kB luciferase reporter, 4 h. inhibition, % at 10 µM. hit rate 0.98% among 360,000;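 active means compounds whose plate-normalised and pattern-corrected inhibition of the luciferase reporter signal at the single screening dose is 50% or more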
TRPM1 prom inh = inhibitors of MITF-driven TRPM1 promoter in melanoma cells; SK-MEL-5 TRPM1 promoter luciferase, 24 h; inhibition, % at 12.5 µM; hit rate 0.83% among 330,000; AID 488899;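 active means mean inhibition across replicates of 60% or more, whatever share of single replicates reaches that level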; further: values of inactives mirror those of a sister screen read the other way
KKLEB cytotox = reduces viability of KKLEB cystic fibrosis airway cells; KKLEB CF airway cells viability, ATPlite luminescence, overnight; active compounds read low; cells stimulated with P. aeruginosa culture filtrate; activity change (cytotoxicity), % at 5 µM; hit rate 0.36% among 360,000; AID 602141;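 active means corrected activity change at or below -50% at 5 µM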
Shn3 inh set2 = Schnurri-3 reporter inhibition in Clone20 osteoblasts; Clone20 osteoblast Shn3 3'UTR firefly luciferase, 24 h; inhibition, % at 12.5 µM; hit rate 0.52% among 360,000; AID 588674;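 active means mean inhibition of at least 75% with every replicate also reaching 75%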;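 further: 0% = median of neutral control wells and 100% = pilot-screen positive control compound; some compounds past the cut are filed as inactive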
TWEAK Fn14 block = TWEAK-Fn14 signaling inhibition; TWEAK-stimulated Fn14 reporter cells, luciferase luminescence, 8 h; inhibition, % at 10 µM; hit rate 2% among 360,000; AID 1159606; in the data active means inhibition above about 50%
CF NFkB block = cystic fibrosis NF-kB activation inhibition; inhibition, % at 5 µM; AID 588850; KKLEB NF-kB-GFP reporter, PAF-induced, GFP fluorescence overnight; hit rate 0.86% among 360,000;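 active means at least 50% inhibition at 5 µM, scaled per plate between neutral and stimulator controls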;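 further: PAF is a Pseudomonas aeruginosa culture filtrate used as stimulus; plate controls were PAF-stimulated DMSO wells for no effect and unstimulated DMSO wells for full effect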
NR2E3 ag-2 = activates human NR2E3 receptor | inhibition of corepressor binding, % at 3.98 µM | hit rate 0.35% among 360,000 | AID 602229 | CHO-S Gal4-NCOR/VP16-NR2E3 two-hybrid, luciferase;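 active means inhibition above the mean of all tested compounds plus 3 SD, cut at about 70% in these data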;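 further: 0% = DMSO with NR2E3 transfected cells and 100% = cells lacking NR2E3 construct; higher means lower luciferase signal from less NR2E3 corepressor binding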
* = called active by the depositor; nt = not tested or not shown.

nr | Structure | Shn3 inh set2 | TRPM1 prom inh | Peg3 prom inh | KKLEB cytotox | HIF-2a block | C8 TRAIL sens
1 | O=C1C=C(c2ccc(F)cc2OCc2ccccc2)C[C@@H](c2ccc(Cl)cc2)C1 | 47 | -2 | 7 | 12 | -5 | -8
2 | CC(C)(C)S(=O)(=O)N1Cc2cc(CO)cc(CCO)c2[C@H]1CCO | -8 | 1 | -10 | 20 | 5 | 3
3 | CCOC(=O)c1c(C)[nH]c(C)c1C(=O)COC(=O)c1cccs1 | 10 | 6 | 2 | 5 | -1 | 0
4 | Cc1ccc(-c2nc(CS(=O)CC(=O)N3CCN(c4ncccn4)CC3)c(C)o2)cc1 (configuration not stated) | 4 | 18 | 13 | -12 | -6 | 7
5 | C[C@@H]1CN([C@@H](C)CO)C(=O)CCCn2nncc2CO[C@H]1CN(C)S(=O)(=O)c1cn(C)cn1 | -26 | nt | -4 | 5 | 3 | -4
6 | Cc1ccccc1NC(=O)CSc1nnc2ccc(-c3ccccn3)nn12 | 1 | -1 | -2 | -4 | -8 | -10
7 | O=C(N/N=C/c1ccc(Cl)cc1Cl)c1ccncc1 | -2 | -13 | 3 | -2 | -11 | -5
8 | CCCNC(=O)c1c(Cl)cnn1-c1ccc(C)cc1 | -81 | -67 | -237 | 9 | -260 | -3
9 | CCOC(=O)c1sc(/N=C/C2=C(O)CC(C)(C)CC2=O)c(C(=O)OCC)c1C | -7 | -30 | -185 | 7 | -268 | -17
10 | COc1ccc(CN2C(=O)c3cccnc3C2=O)cc1S(=O)(=O)NC1CCCCC1C (configuration not stated) | -5 | 9 | 11 | 13 | 9 | 8
11 | CCCCCCN1C[C@@H](n2cc(C3CC3)nn2)[C@H](O)C[C@@H]1c1ccc(OC)cc1 | 8 | nt | 17 | -4 | -26 | 31
12 | CC(=O)OCC[C@H](NS(=O)(=O)OCC(Cl)(Cl)Cl)c1ccccc1 | -17 | -1 | 10 | 9 | 18 | -19
13 | Cc1ccc(OCC(=O)N(Cc2ccc(N(C)C)cc2)C2CCS(=O)(=O)C2)cc1C (configuration not stated) | -19 | 11 | 0 | 3 | 11 | -3
14 | COc1ccc(NC(=O)CSc2nc3[nH]c(=O)cc(O)c3s2)c(OC)c1 | -9 | -2 | -2 | 7 | 9 | -9
15 | CC(=O)Nc1ccc(NC(=O)C(C)NC(C)c2cccc3ccccc23)cc1 (configuration not stated) | 10 | -11 | 13 | 3 | 9 | -7

nr | TROY signal inh | CF NFkB block | NR2E3 ag-1 | TWEAK Fn14 block | NR2E3 ag-2
1 | 15 | 18 | 0 | 25 | -13
2 | -5 | -34 | nt | 17 | -15
3 | -19 | -5 | nt | -10 | -9
4 | 5 | 13 | 4 | -15 | 19
5 | 5 | 8 | nt | -4 | -18
6 | -39 | 12 | 5 | -12 | -15
7 | 3 | -28 | 0 | -5 | -12
8 | -51 | 10 | 6 | -19 | -116
9 | -36 | 0 | 0 | -14 | -60
10 | -10 | -8 | -2 | 2 | -13
11 | -8 | 4 | nt | -14 | -2
12 | -7 | -2 | 5 | -6 | -32
13 | -2 | -6 | 2 | 2 | 15
14 | -8 | 0 | 1 | 10 | -16
15 | -20 | -2 | 0 | 21 | 3

(list continues)
nr | Structure | Shn3 inh set2 | TRPM1 prom inh | Peg3 prom inh | KKLEB cytotox | HIF-2a block | C8 TRAIL sens
16 | Cc1ccc2oc(=O)c3cnn(CC(=O)NCCC(C)C)c3c2c1 | -1 | nt | 13 | -9 | 3 | -8
17 | O=C(NCCCN1CCOCC1)c1ccc(Cl)c(S(=O)(=O)N2CCCCCC2)c1 | 2 | 8 | 12 | 2 | 14 | 0
18 | COCCNc1nc(N)c([N+](=O)[O-])c(NC2CCCCC2)n1 | 13 | 4 | -11 | -10 | -117 | -19
19 | C=CCN1C(=O)/C(=C\c2ccc(Cl)cc2)N=C1SCC(=O)NC1CCCCC1 | 12 | 6 | 3 | 6 | 14 | -17
20 | CCS(=O)(=O)Nc1ccc(-c2cc(-c3ccccc3)c3cc(C)ccc3n2)cc1 | 0 | -2 | 11 | 24 | -3 | 3
21 | Cn1c(=O)c2c(nc(Oc3ccc4c(c3)OCO4)n2Cc2ccc(Cl)cc2)n(C)c1=O | 29 | 4 | 24 | -38 | 10 | -5
22 | CC(=O)Nc1nonc1NC(=O)c1ccc(C(C)(C)C)cc1 | -46 | -45 | -218 | 1 | -205 | 3
23 | Cc1ccc(C(=O)Nc2scc(-c3ccccc3)c2C(=O)O)o1 | 6 | -4 | -64 | -6 | -145 | -5
24 | Cc1ccc(C(=O)C2CCN(CC(=O)NCc3ccc(F)cc3)CC2)cc1 | 21 | 1 | 7 | -4 | 3 | -3
25 | CC1(C)Cc2c(cnn2-c2ccc(F)cc2)C(NC(=O)c2ccco2)C1 (configuration not stated) | -5 | -11 | -23 | 6 | -19 | -4
26 | CC(C)n1c(-c2ccc(C(C)(C)C)cc2)n[nH]c1=S | 65 | 19 | 13 | -26 | -8 | 5
27 | O=C(CNC(=S)N(Cc1ccccc1)Cc1cccs1)NCc1ccc(F)cc1 | 12 | 7 | 21 | 4 | 10 | -11
28 | O=C(NC1CC1)c1c(O)c2ccccc2[nH]c1=O | 5 | -34 | -14 | 13 | -59 | -3
29 | Cc1cc(=O)n(CCCc2ccccc2)[nH]1 | -4 | -1 | 2 | 1 | -11 | 23
30 | COc1cc(/C=C(\C#N)C(=O)Nc2cccc(C(=O)O)c2)ccc1OCc1ccc(Cl)cc1 | -90 | -32 | -377 | 0 | -10 | 20

nr | TROY signal inh | CF NFkB block | NR2E3 ag-1 | TWEAK Fn14 block | NR2E3 ag-2
16 | 6 | -4 | 1 | 8 | -2
17 | 25 | 15 | -1 | 16 | -3
18 | -5 | 19 | -4 | 0 | -10
19 | 3 | 9 | -3 | -10 | 8
20 | -7 | 14 | -2 | 13 | 0
21 | -4 | 41 | 1 | -40 | -3
22 | 16 | 7 | -1 | -3 | 12
23 | -10 | -5 | 4 | 13 | -41
24 | -1 | 9 | 0 | 34 | -2
25 | -2 | -7 | 1 | 3 | -14
26 | 9 | 12 | 2 | 5 | 79*
27 | 21 | 2 | nt | -5 | 2
28 | -34 | -20 | nt | -1 | -32
29 | 5 | 5 | 2 | 6 | 22
30 | -28 | -11 | -2 | 41 | -105

In the list so far, 5 have an NH in an aromatic ring:
nr | Structure | Shn3 inh set2 | TRPM1 prom inh | Peg3 prom inh | KKLEB cytotox | HIF-2a block | C8 TRAIL sens
3 | CCOC(=O)c1c(C)[nH]c(C)c1C(=O)COC(=O)c1cccs1 | 10 | 6 | 2 | 5 | -1 | 0
14 | COc1ccc(NC(=O)CSc2nc3[nH]c(=O)cc(O)c3s2)c(OC)c1 | -9 | -2 | -2 | 7 | 9 | -9
26 | CC(C)n1c(-c2ccc(C(C)(C)C)cc2)n[nH]c1=S | 65 | 19 | 13 | -26 | -8 | 5
28 | O=C(NC1CC1)c1c(O)c2ccccc2[nH]c1=O | 5 | -34 | -14 | 13 | -59 | -3
29 | Cc1cc(=O)n(CCCc2ccccc2)[nH]1 | -4 | -1 | 2 | 1 | -11 | 23

nr | TROY signal inh | CF NFkB block | NR2E3 ag-1 | TWEAK Fn14 block | NR2E3 ag-2
3 | -19 | -5 | nt | -10 | -9
14 | -8 | 0 | 1 | 10 | -16
26 | 9 | 12 | 2 | 5 | 79*
28 | -34 | -20 | nt | -1 | -32
29 | 5 | 5 | 2 | 6 | 22

Carrying on.
nr | Structure | Shn3 inh set2 | TRPM1 prom inh | Peg3 prom inh | KKLEB cytotox | HIF-2a block | C8 TRAIL sens
31 | Cc1cccc(NC(=O)NC2(C(=O)NCc3ccco3)CCCCC2)c1 | -10 | -4 | 5 | -4 | 1 | 5
32 | CCN(CC(=O)Nc1cc(Cl)ccc1C)C(=O)Cc1ccsc1 | -1 | -2 | 7 | 0 | 10 | -6
33 | CCC(C(=O)NC1CCN(C)CC1)c1ccccc1 (configuration not stated) | -7 | 2 | 11 | 6 | 12 | -5
34 | Cc1c(Cl)cccc1NC(=O)[C@@H](NC(=O)c1ccccc1Cl)C(C)C | 1 | 11 | 10 | 7 | 11 | 3
35 | CCNS(=O)(=O)c1ccc(NC(=O)Cn2cc([N+](=O)[O-])cn2)cc1 | 16 | 0 | 7 | -3 | 22 | 8
36 | C=CCc1ccc(OC(=O)NC2CCCCC2)c(OC)c1 | -33 | -46 | -245 | -1 | -181 | 4
37 | NC1=NC[C@@H](Cc2ccc(O)cc2)N1CCC12CC3CC(CC(C3)C1)C2 | 35 | 5 | 1 | 6 | 6 | -1
38 | C/C(=N/NS(C)(=O)=O)c1ccc2ccccc2c1 | -14 | -3 | -4 | 1 | -42 | -1
39 | COc1ccc(OCCNC(=O)c2ccc(C)cc2)cc1 | -42 | -45 | -62 | 5 | -43 | 0
40 | Cc1cnc(C(=O)OCC(=O)N2CCc3ccccc32)cn1 | -46 | -4 | -16 | 5 | -4 | 9
41 | CCc1sc(C(=O)Nc2cc(S(=O)(=O)N3CCOCC3)ccc2OC)cc1C | 3 | 3 | 22 | 2 | -11 | 14
42 | CCOC(=O)[C@]12Cc3c(cc(OC)c(OC)c3OC)[C@H]1N(C1CCCCC1)C(=O)c1cc(OC)ccc12 | nt | nt | nt | nt | 32 | 67*
43 | CC1CCC2(CC1)NC(=O)N(CC(=O)NCc1ccc(Cl)cc1)C2=O (configuration not stated) | 40 | 12 | 11 | 7 | 7 | -9
44 | NS(=O)(=O)c1ccc(NC(=S)NC2CCCCC2)cc1 | -19 | 4 | -11 | 0 | -24 | -11

nr | TROY signal inh | CF NFkB block | NR2E3 ag-1 | TWEAK Fn14 block | NR2E3 ag-2
31 | 13 | -15 | 0 | 12 | 11
32 | 5 | 0 | 0 | 7 | 5
33 | 16 | -12 | -1 | 14 | -23
34 | -3 | -15 | 0 | 3 | -3
35 | -16 | 9 | 4 | 6 | 13
36 | -18 | -5 | -1 | -16 | -53
37 | -1 | 11 | -2 | -16 | 25
38 | -14 | -4 | 2 | -1 | -29
39 | -9 | 2 | -1 | -10 | -32
40 | -17 | 4 | -2 | -7 | -9
41 | 3 | -1 | -2 | -15 | 27
42 | 40 | nt | nt | 38 | -19
43 | -12 | -24 | nt | -9 | 38
44 | -19 | 8 | 2 | 20 | -5

An excerpt; the hit share may differ from the screen's.
